GAA inhib = blocks human lysosomal alpha-glucosidase | P10253 | purified human GAA, 4-MU-alpha-glucoside fluorescence | Potency, µM (highest dose often 76.9 µM), for the others: at the highest dose activity change, negative = inhibition, usual class: inhibitors | 200,000 tested, 0.005% active;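 note: plate controls were uninhibited enzyme wells for no effect and no-enzyme background for full effect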
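Endpoint fluorogenic read: 20 min room-temperature reaction of 4 nM human alpha-glucosidase with 400 uM 4-methylumbelliferyl-alpha-D-pyranoside, pH 5.0, quenched with 1M NaOH/1M glycine pH 10. AC50 from Hill modeling.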
RECQ1 inh = blocks DNA unwinding by human RECQ1 | RECQ1 DNA unwinding, red fluorescence kinetic read | Potency, µM (doses to about 57.3 µM), without a hit: top-dose activity, negative = inhibition, hits mostly inhibitors | 240,000 tested, 0.54% active;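 note: plate controls were vehicle for no effect and no enzyme for full effect; nearly all actives have a fitted effect of over 30% in size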
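50 nM RECQ1T1 preincubated 15 min with compound in Tris pH 8.0 buffer with MgCl2, DTT, Tween-20 and 2.5 ug/ml poly(dI-dC); started with 200 nM TAMRA/BHQ-2 forked duplex and 2 mM ATP. Unwinding read as fluorescence (525/598 nm), two reads 2 h apart.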
GAA glycogen = GAA glycogen-cleavage inhibition or activation. recombinant GAA, glycogen substrate, Amplex Red glucose oxidase fluorescence. Potency, µM (top dose mostly 76.4 µM), for inactives: at the top dose activity change, negative = inhibition, most hits filed as inhibitors. 300,000 tested, 0.38% active. AID 2100;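 note: 0% = full enzyme reaction and -100% = no-enzyme basal signal; the screen sought inhibitors and activators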
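Natural-substrate format: glycogen cleavage by 4 nM human enzyme, glucose read by Amplex Red coupling (Ex 573, Em 610 nm). Normalized to enzyme and no-enzyme controls.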
GoLoco inh red = RGS12 GoLoco-Gai1 interaction inhibition | P63096 | 230,000 tested, 0.44% active | Gai1:RGS12 GoLoco peptide FP, rhodamine, 10 min | Potency, µM (highest dose often 61.6 µM), for the others: at the top dose activity, negative = inhibition, actives largely listed as inhibitors; active = well fitted inhibition curve with a large enough effect, not every such curve was filed as active; inactive = no such curve, though single readings can be large or run the other way; note: nearly all actives have a fitted effect of over 30% in size; many of its hits are not listed in these tables
TexasRed fluor = Texas Red fluorescence interference in TRb-SRC2 counter-screen. TRb/SRC2 Texas Red total fluorescence interference. Potency, µM (top dose mostly 106 µM), without a hit: at the highest dose fluorescence change, negative = quenching. 280,000 tested, 0.29% active; active = well fitted curve in either direction with a large enough effect; inconclusive = small, poorly fitted or top-dose-only effect
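Human TRb ligand-binding domain at 0.6 uM with 20 nM Texas Red SRC2 peptide in Tris buffer containing 1 uM T3 and 5% DMSO, incubated with compound 5 h at ambient temperature. Total fluorescence (555/632 nm) calculated as parallel + 2 × perpendicular.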
TRb SRC2 PPI = inhibitors of human thyroid hormone receptor beta-SRC2 interaction. TRbeta-SRC2 peptide binding, fluorescence polarization; receptor liganded with 1 µM T3. 280,000 tested, 0.065% active. P10828. Potency, µM (highest dose often 106 µM), for the others: at the top dose activity change, negative = inhibition, hits mostly inhibitors;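 note: plate controls were bound peptide for no effect and peptide without receptor for full effect; nearly all actives have a fitted effect of over 50% in size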
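Fluorescence polarization of 20 nM Texas Red SRC2 peptide (20-aa NR interaction domain) bound to 0.6 uM human TRb ligand-binding domain, with 1 uM T3, after 5 hr at ambient temperature; inhibition seen as decreased polarization.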
GAA spleen mod = inhibits or activates alpha-glucosidase in human spleen homogenate; P10253; human spleen homogenate, 4-MU-alpha-glucoside fluorescence; Potency, µM (highest dose often 79.9 µM), for inactives: at the top dose activity change, negative = inhibition, usual class: inhibitors; 240,000 tested, 0.006% active;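 note: 0% = enzyme with vehicle and -100% = no enzyme basal signal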
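Human spleen homogenate (1 ug) incubated with compounds and 1 mM 4-methylumbelliferyl-alpha-D-glucopyranoside in pH 5.0 citrate/phosphate buffer, 37 C, 40 min. Stopped at pH 10; 4-MU fluorescence (Ex 365/Em 440 nm); AC50 by Hill fit.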
L3MBTL1 inh = L3MBTL1 (human) inhibition; Q9Y468; AlphaScreen L3MBTL1–H3K9me1 peptide binding; Potency, µM (series often up to 57.1 µM), for inactives: at the highest dose activity, negative = inhibition, usual class: inhibitors; 230,000 tested, 0.66% active; note: nearly all actives have a fitted effect of over 60% in size
Target sequence (Q9Y468 whole entry, looked up): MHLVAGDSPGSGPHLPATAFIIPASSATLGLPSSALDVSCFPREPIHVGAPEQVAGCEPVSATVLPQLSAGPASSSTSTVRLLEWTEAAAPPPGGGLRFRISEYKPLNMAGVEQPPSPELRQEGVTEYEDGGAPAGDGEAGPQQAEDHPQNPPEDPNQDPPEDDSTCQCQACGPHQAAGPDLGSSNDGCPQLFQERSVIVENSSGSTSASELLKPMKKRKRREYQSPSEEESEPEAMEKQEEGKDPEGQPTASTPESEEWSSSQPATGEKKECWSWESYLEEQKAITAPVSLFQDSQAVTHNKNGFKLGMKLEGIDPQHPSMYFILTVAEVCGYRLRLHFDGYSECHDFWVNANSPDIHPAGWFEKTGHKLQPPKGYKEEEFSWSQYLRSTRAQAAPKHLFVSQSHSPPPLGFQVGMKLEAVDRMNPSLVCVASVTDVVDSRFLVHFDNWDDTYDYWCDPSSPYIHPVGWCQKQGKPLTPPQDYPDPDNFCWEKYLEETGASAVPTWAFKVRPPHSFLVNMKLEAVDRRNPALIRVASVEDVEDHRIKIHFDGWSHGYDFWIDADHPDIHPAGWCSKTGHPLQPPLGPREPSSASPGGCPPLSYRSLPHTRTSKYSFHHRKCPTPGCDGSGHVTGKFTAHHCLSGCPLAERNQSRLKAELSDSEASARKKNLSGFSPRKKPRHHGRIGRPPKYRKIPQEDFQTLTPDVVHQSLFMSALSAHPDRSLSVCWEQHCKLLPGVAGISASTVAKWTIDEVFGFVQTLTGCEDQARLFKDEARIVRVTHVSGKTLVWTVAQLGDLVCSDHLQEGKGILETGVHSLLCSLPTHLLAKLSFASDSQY
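Read-out is AlphaScreen signal from streptavidin donor and nickel chelate acceptor beads (10 ug/mL final each) bridging L3MBTL1 (50 nM) and biotinylated K9-monomethylated H3(1-15) peptide (75 nM), after 30 min compound exposure at room temperature.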
Numbers without * were called inactive; i = inactive; ? = inconclusive; nt = not tested or not shown; & = joins results of further samples; [ ] = another dose, or the depositor's remark. Unless noted, calls come from the whole dose curve; as a rule, active = well fitted curve in the direction sought with a large enough effect; inconclusive = small, poorly fitted or top-dose-only effect, or another doubt; inactive = no such curve, though single readings can be large; an effect the other way counts as inactive or inconclusive. Unless noted, % is set by controls: 0 for no effect and ±100 for the full control effect; potency is the fitted concentration of half-maximal effect. A portion of the library, so the mix of outcomes need not match the whole.

1. CCc1nnc(NC(=O)CSc2nnc(-c3c[nH]c4ccccc34)n2CC)s1
2. Cc1nc(-c2coc3cc(C)c(N=O)c(O)c3/c2=N\N)cs1
3. CCOC(=O)C1=C(C)NC(C)=C(C(=O)OCC)C1c1ccc(O)cc1
4. C/C(=N\NC(=O)CSc1nc(C)cc(C)n1)c1ccc2c(c1)OCCO2
5. COc1ccc(C(=O)CSc2n[nH]c(C)n2)cc1[N+](=O)[O-]
6. O=C(NCCN1CCOCC1)c1cc(Cl)ccc1[N+](=O)[O-]
7. COc1cc(C(=S)N2CCC(C(N)=O)CC2)ccc1O
8. Cn1nc(C(F)(F)F)c(C#N)c1N1CCN(c2ccccc2)CC1
assay / compound	1	2	3	4	5	6	7	8
GAA inhib	-5%	-7%	-13%	5%	-7%	4%	-5%	-4%
RECQ1 inh	-7%	-29%	-3%	-5%	i	-15%	-6%	-5%
GAA glycogen	-7%	2%	-8%	7%	7%	-4%	-18%	-12%
GoLoco inh red	nt	-8%	14%	0%	23%	17%	-3%	1%
TexasRed fluor	-2%	1%	0%	-2%	-1%	-2%	0%	0%
TRb SRC2 PPI	-4%	4%	6%	-5%	-9%	-4%	2%	4%
GAA spleen mod	-2%	-5%	-1%	-12%	7%	-2%	-7%	4%
L3MBTL1 inh	-1%	nt	nt	nt	-3%	9%	9%	nt

Some of the entries so far, with each value named.
1) CCc1nnc(NC(=O)CSc2nnc(-c3c[nH]c4ccccc34)n2CC)s1
- GAA inhib: -5%
- RECQ1 inh: -7%
- GAA glycogen: -7%
- GoLoco inh red: nt
- TexasRed fluor: -2%
- TRb SRC2 PPI: -4%
- GAA spleen mod: -2%
- L3MBTL1 inh: -1%

7) COc1cc(C(=S)N2CCC(C(N)=O)CC2)ccc1O
- GAA inhib: -5%
- RECQ1 inh: -6%
- GAA glycogen: -18%
- GoLoco inh red: -3%
- TexasRed fluor: 0%
- TRb SRC2 PPI: 2%
- GAA spleen mod: -7%
- L3MBTL1 inh: 9%

6) O=C(NCCN1CCOCC1)c1cc(Cl)ccc1[N+](=O)[O-]
- GAA inhib: 4%
- RECQ1 inh: -15%
- GAA glycogen: -4%
- GoLoco inh red: 17%
- TexasRed fluor: -2%
- TRb SRC2 PPI: -4%
- GAA spleen mod: -2%
- L3MBTL1 inh: 9%

5) COc1ccc(C(=O)CSc2n[nH]c(C)n2)cc1[N+](=O)[O-]
- GAA inhib: -7%
- RECQ1 inh: i
- GAA glycogen: 7%
- GoLoco inh red: 23%
- TexasRed fluor: -1%
- TRb SRC2 PPI: -9%
- GAA spleen mod: 7%
- L3MBTL1 inh: -3%

The list continues.
9. COc1ccc(-c2cc3ccccc3s2)cc1[C@H]1[C@H]2C=CC[C@@H](C)[C@@H]2C(=O)N1Cc1ccccc1
10. CCOC(=O)Cc1csc(NC(=O)Nc2ccccc2)n1
11. COc1ccc(S(=O)(=O)N(CCCN2CCCC2=O)Cc2cc3c(C)ccc(C)c3[nH]c2=O)cc1
12. CCOC(=O)Cc1csc(N/C(=N/S(=O)(=O)c2ccc(F)cc2F)c2ccccc2)n1
13. CCN(CC(=O)NC(C)C)C(=O)CCNC(=O)c1ccc(Cl)cc1
14. Cc1nc2sc(C(c3cccs3)N3CCN(c4cccc(Cl)c4)CC3)c(O)n2n1 (centres undefined)
15. O=C(Nc1ccccc1O)c1ccc(Cl)cc1
16. FCCCOc1ccc(-c2nccc(-c3ccc(Cl)cc3)n2)cc1
assay / compound	9	10	11	12	13	14	15	16
GAA inhib	nt	-10%	8%	3%	-5%	?	-1%	1%
RECQ1 inh	i	-8%	-16%	-1%	-1%	-10%	3%	4%
GAA glycogen	3%	-4%	-6%	8%	6%	-3%	-17%	2%
GoLoco inh red	5%	6%	-4%	nt	-9%	7%	-14%	-5%
TexasRed fluor	-1%	0%	2%	4%	3%	-2%	1%	-9%
TRb SRC2 PPI	-1%	-6%	-1%	-2%	-4%	18%	3%	3%
GAA spleen mod	3%	4%	-3%	-7%	0%	0%	-14%	-6%
L3MBTL1 inh	nt	3%	7%	11%	11%	35%[activator]	7%	1%

17. CCOC(=O)CSc1nc(C)cc(C)c1C#N
18. O=C(CCNC(=O)c1ccccc1Cl)Nc1ccc(S(=O)(=O)Nc2ncccn2)cc1
19. CCN1C(=O)/C(=C2/SC(C)=C(C)N2CC)SC1=S
20. O=C(NCc1cccnc1)c1cc(-c2ccc(Cl)cc2)oc1C(F)(F)F
21. O=C(/C=C/c1ccccc1)NC(=S)Nc1ccc(N2CCOCC2)cc1
22. Cc1nc(C(=O)O)nn1-c1cc(Cl)ccc1Cl
23. O=[N+]([O-])c1ccc(Cc2ccncc2)cc1
24. Cc1ccc(NC(=O)Nc2ccc3c(c2)nc(C)n3C)cc1
assay / compound	17	18	19	20	21	22	23	24
GAA inhib	1%	-1%	?	nt	-8%	2%	1%	0%
RECQ1 inh	-6%	4%	1%	-18%	-5%	13%	i	-9%
GAA glycogen	2%	-9%	0%	-3%	-4%	13%	1%	-4%
GoLoco inh red	-3%	11%	8%	5%	1%	1%	-1%	6%
TexasRed fluor	-3%	0%	0%	-3%	-2%	0%	2%	-2%
TRb SRC2 PPI	-1%	7%	7%	-6%	-4%	-8%	5%	7%
GAA spleen mod	-7%	0%	1%	5%	7%	7%	4%	5%
L3MBTL1 inh	nt	7%	-5%	nt	-9%	11%	3%	4%

25. Cc1ccc(S(=O)(=O)N(CC(=O)NCc2ccco2)Cc2ccccc2F)cc1
26. S=C(Nc1ccccc1Oc1ccccc1)Nc1cccc(Cl)c1Cl
27. NS(=O)(=O)c1ccc(CCNC(=O)NC2(C(F)(F)F)Oc3ccccc3O2)cc1
28. O=C(Cn1c(=O)n(CC2CCCO2)c(=O)c2ccccc21)c1ccccc1 (centres undefined)
29. NC(=NCCc1c[nH]c2ccccc12)NS(=O)(=O)c1ccc2ccccc2c1
30. O=[N+]([O-])c1ccccc1-c1cc(-c2cc(Cl)ccc2O)n[nH]1
31. Cc1ccc(-c2nn(-c3ccccc3)cc2CN(Cc2ccccc2)C(=O)CCC(=O)O)o1
32. O=C(O)COc1c(Cl)cc(/C=C2\NC(=O)NC2=O)cc1Br
assay / compound	25	26	27	28	29	30	31	32
GAA inhib	-6%	0%	?	1%	6%	2%	-3%	5%
RECQ1 inh	-11%	2%	0%	-11%	2%	-11%	9%	i
GAA glycogen	-1%	-12%	-11%	nt	-13%	8%	3%	4%
GoLoco inh red	8%	14%	-5%	-1%	-19%	-1%	-33%	6%
TexasRed fluor	0%	1%	1%	-1%	3%	-1%	-1%	-1%
TRb SRC2 PPI	-4%	-13%	0%	-11%	2%	-4%	-4%	-9%
GAA spleen mod	-1%	-1%	2%	-8%	2%	-2%	-9%	7%
L3MBTL1 inh	4%	1%	?	4%	-22%	-10%	-4%	1%

33. C/C(=N\NC(=S)NC(C)C)c1ccccc1OC(F)F
34. Cn1nc(C(=O)Nc2ccc(S(=O)(=O)N3CCOCC3)cc2)c2ccccc2c1=O
35. Cc1ccccc1-c1nc(C#N)c(NCc2ccco2)o1
36. COC(=O)c1sccc1NC(=S)N1CCC(C(N)=O)CC1
37. CCN(CC)S(=O)(=O)c1ccc(NC(=O)C(OC)c2ccccc2)cc1 (centres undefined)
38. CN(C(=O)Nc1ccc(S(=O)(=O)N(C)C)cc1)C1CCCCC1
39. Cc1cccc(NC(=O)c2ccccc2NC(=O)C(C)(C)C)n1
40. O=C(Cc1ccccc1)Nc1ccccc1N1CCOCC1
assay / compound	33	34	35	36	37	38	39	40
GAA inhib	2%	-1%	-6%	-4%	-5%	-9%	-8%	7%
RECQ1 inh	-1%	i	-7%	-12%	11%	-14%	-2%	-3%
GAA glycogen	?	-12%	?	-3%	1%	4%	-8%	-13%
GoLoco inh red	8%	7%	0%	8%	7%	7%	0%	-15%
TexasRed fluor	-4%	-4%	-6%	0%	1%	0%	-2%	-3%
TRb SRC2 PPI	-5%	1%	-3%	-1%	-4%	-18%	-5%	-5%
GAA spleen mod	-2%	3%	-4%	1%	-16%	-11%	-4%	-23%
L3MBTL1 inh	-13%	1%	-24%	nt	nt	3%	3%	-2%

41. CC(=O)N1CCN(CC(O)COc2ccc(OCc3ccccc3)cc2)CC1 (centres undefined)
42. FC(F)(F)C1=CC(c2ccc(Cl)cc2)=NCCN1
43. COCCCn1c2nc3ccccc3nc2c2c(=O)n(Cc3ccc(Cl)cc3)cnc21
44. Cc1c(NC(=O)CSc2nc(-c3ccco3)cc(C(F)(F)F)n2)c(=O)n(-c2ccccc2)n1C
45. Nc1ccc2nc(N3CCOCC3)sc2c1
46. CCCCNC(=O)NS(=O)(=O)c1ccc(C(=O)O)cc1
47. O=c1cc(-c2cccc(Cl)c2)oc2cccc(O)c12
48. O=C(/C=C/c1ccc(Cl)cc1Cl)Nc1ccncc1
49. CCOC(=O)N1CCN(C(=S)NC(=O)c2ccc(Br)cc2)CC1
assay / compound	41	42	43	44	45	46	47	48	49
GAA inhib	?	?	10%	-6%	-3%	nt	nt	1%	5%
RECQ1 inh	-2%	i	-3%	0%	i	3%	-2%&-1%	-7%	-9%
GAA glycogen	2%	2%	3%	2%	6.3µM*	nt	0%	7%	-2%
GoLoco inh red	7%	2%	-4%	-13%	6%	nt	2%	31%[activator]	2%
TexasRed fluor	0%	1%	-3%	-3%	-3%	1%	-1%&-3%	-5%	-1%
TRb SRC2 PPI	-5%	-17%	2%	-6%	-1%	-5%	5%&9%	-1%	1%
GAA spleen mod	1%	-7%	-9%	3%	2%	0%	-4%&5%	-4%	-3%
L3MBTL1 inh	?	-3%	9%	nt	-14%	nt	nt	-3%	-6%
